# PNC inhibitor – inhibitors of perinucleolar compartment assembly; PC3M PTB-GFP, PNC prevalence imaging, 16 h; stronger effect = lower value; activity change (PNC), negative = inhibition, % at 10 µM; actives 3.1% (n = 140,000);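 active = readout at or below -70, meaning at least 70% loss of cells showing the perinucleolar compartment, a nuclear body marking cancer cells; inconclusive = readout between -30 and a set limit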;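 also: plate controls were DMSO wells for no effect and camptothecin positive control wells for full effect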
#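 Compounds are pinned in duplicate onto adhered PC3M cells stably expressing GFP-tagged PTB and incubated 16 h at 37 C. Cells are then fixed, nuclei stained with Hoechst, and PNC-positive cells counted.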
# 12-hLO inh – 12-hLO (ALOX12) enzyme inhibition; Potency, µM (doses to about 57.1 µM), inactives show at the highest dose activity change, negative = inhibition, hits mostly inhibitors; purified 12-hLO, xylenol orange hydroperoxide absorbance; actives 0.12% (n = 150,000); P18054; also: potency is read from the fitted curve at half-maximal effect; nearly all actives have a fitted effect of over 55% in size; many of its hits are not listed in these tables
#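 Lipoxygenase turnover measured by absorbance at 573 and 405 nm after Fe-XO development. Human 12hLO 150 nM, arachidonate 40 uM, pH 7.0 Hepes buffer with detergent; 15 min compound preincubation, 30 min reaction.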
# IMPase cell inh – membrane-permeable compound that blocks inositol monophosphatase | P97697 | CHO-M1 cells, IP1 accumulation, HTRF TR-FRET ratio | inhibition (IP1 accumulation), % at 46.1 µM | 120,000 tested, under 10 active; active = well fitted curve in the direction sought with a large enough effect in the signal ratio, not every such curve was filed as active; inconclusive = small, poorly fitted or top-dose-only effect, or a change in a side signal; inactive = no such curve, though single readings can be large or run the other way; the % refers to the signal ratio;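 also: cells stimulated with carbachol in lithium chloride buffer; plate controls were DMSO basal wells for no effect and reference inhibitor wells for full effect; higher means more IMPase inhibition seen as more IP1 and lower FRET ratio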
# Target sequence (P97697 whole entry, looked up): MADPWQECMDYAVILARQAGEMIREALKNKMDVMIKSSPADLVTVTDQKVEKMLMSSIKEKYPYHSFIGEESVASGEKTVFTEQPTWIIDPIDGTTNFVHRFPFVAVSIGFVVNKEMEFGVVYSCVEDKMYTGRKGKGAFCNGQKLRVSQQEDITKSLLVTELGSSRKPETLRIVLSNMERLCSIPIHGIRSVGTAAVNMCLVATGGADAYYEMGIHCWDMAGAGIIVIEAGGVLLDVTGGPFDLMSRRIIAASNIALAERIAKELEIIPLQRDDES
#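 Elevated IP1 in lysates lowers TR-FRET signal (665/620 ratio and 620 channel reported). Cells were CHO-M1, given carbachol (50 uM as added) plus 50mM LiCl, pH 7.4, 30 min, 37C; compounds titrated up to 46 uM; AC50 by Hill equation.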
# 15-hLO-2 inh – blocks human 15-lipoxygenase 2 activity; purified 15hLO-2, xylenol orange hydroperoxide absorbance; Potency, µM (series often up to 57.1 µM), inactives show top-dose activity change, negative = inhibition, usual class: inhibitors; actives 0.56% (n = 110,000); AID 881; also: potency is read from the fitted curve at half-maximal effect; nearly all actives have a fitted effect of over 60% in size; many of its hits are not listed in these tables
# Target sequence (O15296 whole entry, looked up): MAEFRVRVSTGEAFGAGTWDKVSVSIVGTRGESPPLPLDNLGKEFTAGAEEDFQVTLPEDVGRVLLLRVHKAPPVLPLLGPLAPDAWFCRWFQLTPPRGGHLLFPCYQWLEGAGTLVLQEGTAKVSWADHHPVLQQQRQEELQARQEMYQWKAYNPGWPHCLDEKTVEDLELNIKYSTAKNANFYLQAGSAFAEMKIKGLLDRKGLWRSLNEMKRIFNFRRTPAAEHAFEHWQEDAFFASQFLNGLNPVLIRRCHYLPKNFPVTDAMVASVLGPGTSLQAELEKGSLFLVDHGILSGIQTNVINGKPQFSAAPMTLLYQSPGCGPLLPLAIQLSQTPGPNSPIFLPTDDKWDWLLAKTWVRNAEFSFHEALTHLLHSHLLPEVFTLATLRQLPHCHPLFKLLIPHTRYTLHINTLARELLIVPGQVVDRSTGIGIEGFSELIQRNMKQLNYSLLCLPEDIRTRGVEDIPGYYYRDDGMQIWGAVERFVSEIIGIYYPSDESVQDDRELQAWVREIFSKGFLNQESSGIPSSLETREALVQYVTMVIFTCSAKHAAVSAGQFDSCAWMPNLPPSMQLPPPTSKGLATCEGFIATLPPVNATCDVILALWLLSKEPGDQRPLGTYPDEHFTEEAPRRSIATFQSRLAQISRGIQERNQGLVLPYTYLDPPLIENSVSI
#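 Read-out: hydroperoxide product oxidises ferrous iron, measured as xylenol orange complex via the 573-to-405 nm absorbance ratio after 30 min. Reaction: 50 nM enzyme, 15 min compound preincubation, 45 uM arachidonic acid, 90 min RT, Hepes pH 7.5 with Triton X-100.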
# The depositor's hits bear a star; ? = inconclusive; . = no result given; & = joins results of further samples; [ ] = another dose, or the depositor's remark. Unless noted, calls follow the shape of the dose curve; as a rule, active = well fitted curve in the direction sought with a large enough effect; inconclusive = small, poorly fitted or top-dose-only effect, or another doubt; inactive = no such curve, though single readings can be large; an effect the other way counts as inactive or inconclusive. Unless noted, % is scaled to controls: 0 for no effect and ±100 for the full control effect. These rows are one share of the data; count on the stated rates, not on these rows.
SMILES,PNC inhibitor,12-hLO inh,IMPase cell inh,15-hLO-2 inh
Cc1cccc(C(=O)NCCN2CCOCC2)c1[N+](=O)[O-],-7,-3%,.,.
CC1=C([N+](=O)[O-])C(c2ccccc2)C2=C(N1)c1ccccc1C2=O (stereo not given),?,-5%,3,?
Cc1ccc(-n2nnnc2-c2cnc3ccc(Cl)cc3c2-c2ccccc2)cc1,40,6%,-6,-7%
c1coc(-c2nnc3sc(Cc4cccs4)nn23)c1,13,-5%,1,-20%
CCOP(=O)(OCC)C(NC(=O)Nc1ccc(Cl)c(Cl)c1)c1ccccc1 (stereo not given),?,-2%,.,.
CC(C)CCOP(=O)(c1ccc(N(C)C)cc1)C(O)c1ccccc1F (stereo not given),-17,-21%,13,19%
CC(C)Cc1cc(C(=O)N2N=C(C(F)F)CC2(O)C(F)F)c2ccccc2n1 (stereo not given),?,-5%,-5,.
Cc1cc(C)[n+](-c2ccc(F)cc2)c2[nH]c(=O)[nH]c(=O)c12,?,1%,?,.
CCCc1cc(=O)n2[nH]c(NCc3ccccc3Cl)nc2n1,-22,1%,-8,-4%
COc1ccc(NC(C)=O)cc1NC(=O)CSc1nnc(-c2ccccc2)n1N,-12,-3%,?,2%
NC(=O)[C@@H]1CCCNc2c(I)cc([N+](=O)[O-])cc2C(=O)N[C@@H](Cc2ccccc2)C(=O)N[C@@H](Cc2cnc[nH]2)C(=O)N1,?,-7%,.,.
NC(=O)c1ccc([N+](=O)[O-])cc1,.,-1%,.,-4%
OC(COCc1cccs1)CN1CCN(c2ccccn2)CC1 (stereo not given),20,-4%,9,7%
O=C(/C=C/c1cccc([N+](=O)[O-])c1)Nc1ccccc1N1CCOCC1,19,-1%,.,.
O=C(NC1(C(F)(F)F)N=C(c2ccccc2)NC1=O)c1ccc(Cl)cc1Cl (stereo not given),-28,-2%,-17,0%
CC(C)Oc1ccc(C(=O)NC2(C(F)(F)F)N=C3SCCN3C2=O)cc1 (stereo not given),1,8%,1,-3%
CC(=O)Nc1ccc(OCC(O)CN2CCN(c3cc(Cl)ccc3C)CC2)cc1 (stereo not given),-1,5%,3,20%
COCCn1c(=NC(=O)c2ccc(S(=O)(=O)N3CCc4ccccc4C3)cc2)sc2cc(OC)ccc21,?,0%,.,.
Cc1cc(Nc2ccc(Br)c(C)c2)n2nc(C)nc2n1,34,2%,-11,.
COCCn1c(SCC(N)=O)nc2c(c1=O)SC(C)C2 (stereo not given),?,8%,-17,.
COc1ccc(C(=O)Nn2c(SCC(=O)c3ccccc3)nc3ccccc3c2=O)cc1,-3,-6%,7,-10%
COc1cccc(C2CC(c3ccccc3Cl)Nc3nc(N)nn32)c1 (stereo not given),?,0%,13,.
Cc1nn(C)cc1C1C2=C(CC(C)(C)CC2=O)OC2=C1C(=O)CC(C)(C)C2,-8,0%,10,.
Cc1[nH]c2ccccc2c1C(=O)COC(=O)Cn1cnc2ccccc21,45,-5%,-4,.
CCCCCOc1ccc(/C=c2\sc3nc(=O)c(-c4ccccc4)nn3c2=O)cc1OC,20,-1%,-6,.
CCOC(=O)N1CCC(NC(=O)c2cc(C(=O)Nc3ccc(OC)c(OC)c3)ccc2CO)CC1,?,-12%,-2,-3%
COc1cccc(-n2c(C)n[nH]c2=O)c1,-24,1%,-3,.
CC(OC(=O)c1ccc2ccccc2n1)C(=O)Nc1ccc(N2CCOCC2)cc1 (stereo not given),?,1%,-2,0%
COc1ccc(OCC(=O)N/N=C(/C)Cc2ccccc2)cc1,-1,4%,2,.
O=C(Nc1ccccc1C(F)(F)F)N1CCN(c2ccc3nnc(-c4ccc(F)cc4)n3n2)CC1,32,-5%,3,8%
CCC(Oc1ccccc1)C(=O)O/N=C(\N)c1ccc(OC)c(OC)c1 (stereo not given),35,7%,.,.
O=C(Nc1ccccc1C(=O)N1CCOCC1)C1CCC(=O)N1C1CCCC1 (stereo not given),-5,4%,1,7%[2.29 µM]
CCc1ccc(NC(=S)N(CCCN2CCOCC2)Cc2ccccn2)cc1,?,-1%,.,.
Cc1ccc(C2C3=C(CCCC3=O)Nc3nc(SCC(=O)NCc4ccco4)[nH]c(=O)c32)cc1 (stereo not given),4,-4%,-2,-10%
O=C(CSc1ccc2ccccc2c1)Nc1ncccn1,-18,4%,-21,.
Cc1cc(=O)oc2c1c(C)nn2-c1ccc(C(=O)OC(C)C)cc1,?,-10%,5,-4%
OC(COCC1COc2ccccc2O1)CN1CCN(c2ccccn2)CC1 (stereo not given),15,-4%,0,8%
Oc1cccc(-c2nc3ccc4ccccc4c3c3c2CCC3)c1,21,-3%,1,9%
Nc1ccc2nc(CCc3ccccc3)[nH]c2c1,-20,-7%,.,.
O=C(NCCc1ccc(Cl)cc1)C1CCN(S(=O)(=O)N2CCCC2)CC1,11,2%,-20,2%
Cc1nn(Cc2c(Cl)cccc2Cl)c(C)c1NC(=O)/C=C/c1cnn(C)c1C,18,2%,-7,-3%
Nc1c(-c2ccccc2)c(CN2CCOCC2)nn1-c1ccc(C(=O)O)cc1,-26,-1%,.,.
CN1CCN(C(=O)CN(c2cc(C(F)(F)F)ccc2Cl)S(C)(=O)=O)CC1,8,10%,10,10%
Cc1cc(C)cc(C(=O)N2CCN=C2c2ccccc2)c1,-14,-1%,.,.
CSc1c(CC(=O)Nc2ccccc2)n(Cc2ccccc2)c2ccccc12,-24,-2%,.,.
CCn1cc(/C=N\NC(=O)COc2cccc(C)c2C)c(C)n1,2,-3%,.,.
Cc1ccc(/C=N/n2c(=O)c(C(C)(C)C)nn3cnnc23)cc1,-94*,5%,-11,.
Cc1ccc2cc(C#N)c(SCC(=O)Nc3ccc4sc(C)nc4c3)nc2c1,3,0%,7,-1%
CC(=O)CSc1nnc(-c2ccc3c(c2)OCO3)o1,2,-2%,.,.
CCOC(=O)c1c(NC(=O)c2cccs2)sc2c1CCCC2,3,1%,-7,13%

# Results in 15-hLO-2 inh, PNC inhibitor and 12-hLO inh, for 3 of the compounds above:
molecule | 15-hLO-2 inh | PNC inhibitor | 12-hLO inh
CN1CCN(C(=O)CN(c2cc(C(F)(F)F)ccc2Cl)S(C)(=O)=O)CC1 | 10% | 8 | 10%
Cc1cc(C)cc(C(=O)N2CCN=C2c2ccccc2)c1 | . | -14 | -1%
CSc1c(CC(=O)Nc2ccccc2)n(Cc2ccccc2)c2ccccc12 | . | -24 | -2%

# Remaining list, next part:
SMILES,PNC inhibitor,12-hLO inh,IMPase cell inh,15-hLO-2 inh
O=C(NCc1cccnc1)c1ccccc1[N+](=O)[O-],2,4%,2,.
CC(C)CCn1c(Cl)nc2c1c(=O)n(C)c(=O)n2C,5,2%,-4,-1%
CN(C)c1ccc(CN(C(=O)COc2ccccc2)C2CCS(=O)(=O)C2)cc1 (stereo not given),25,-1%,0,2%
O=C(COC(=O)Cc1cccc(C(F)(F)F)c1)Nc1cccc2ccccc12,37,-2%,-1,.
Cc1c(C(=O)O)sc2nc3n(c(=O)c12)CCCCC3,-2,-4%,6,-2%
COc1ccc(C(=O)Nc2cccc(C(C)=O)c2)c(OC)c1OC,43,-3%,6,-2%
O=C(Nc1ccc(C(=O)OC[C@@H]2CCCN3CCCC[C@H]23)cc1)c1cccc(Br)c1,10,11%,.,.
Cc1cc(-c2ccccc2)nc2cc(C(=O)N(Cc3ccccc3)Cc3ccccc3)nn12,-15,-11%,-15,.
Cn1c(N)c(N2CCCCC2)c(=O)n(CC(=O)Nc2ccc(Cl)c(Cl)c2)c1=O,-16,-3%,-1,-4%
Brc1ccc(-c2nn3c(Cc4ccccc4)nnc3s2)o1,?,-1%,-8,3%

# Among those listed so far, these contain a COOH group:
SMILES,PNC inhibitor,12-hLO inh,IMPase cell inh,15-hLO-2 inh
Nc1c(-c2ccccc2)c(CN2CCOCC2)nn1-c1ccc(C(=O)O)cc1,-26,-1%,.,.
Cc1c(C(=O)O)sc2nc3n(c(=O)c12)CCCCC3,-2,-4%,6,-2%

# (cont.)
SMILES,PNC inhibitor,12-hLO inh,IMPase cell inh,15-hLO-2 inh
CCCNC(=O)Cn1cnc2sc(C(=O)N3CCCC(C(=O)OCC)C3)c(C)c2c1=O (stereo not given),6,1%,-3,-4%
CCOc1ccc(C2=Nc3ccc(Br)cc3C(c3ccc(N4CCOCC4)cc3)=NN2)cc1,?,1%,0,.
Cc1ccc(S(=O)(=O)NCC2COc3ccccc3O2)cc1 (stereo not given),-16,-13%,8,.
Nc1ccn([C@@H]2CC[C@H](CO)O2)c(=O)n1,.,1%[25.6 µM],-4[20.6 µM],3%[25.6 µM]
Nc1nnc(SCC(=O)NCCOc2ccccc2)s1,?,4%,-11,.
Cc1ccc(S(=O)(=O)NCCNC(=O)CN2CCCC2)cc1,58,0%,4,.
COCC(C)NC(=O)c1ccc(Cl)c(Cl)c1 (stereo not given),224,3%,11,.
COC(=O)Nc1ccc2c(c1)N(C(=O)CCN1CCN3CCCC3C1)c1ccccc1S2 (stereo not given),-9,0%,11,39%[activator]
Cc1ccc(S(=O)(=O)N2CCN(Cc3nc4ccccc4[nH]3)CC2)cc1C,?,-4%,12,29%
CSc1sc(C)cc1C1C(C#N)=C(N)N(c2cccnc2)C2=C1C(=O)CCC2 (stereo not given),2,-5%,4,-7%
Cc1ccc(-n2nnc3c(=O)n(CC(=O)NCc4ccco4)cnc32)cc1,32,-4%,0,1%
COc1ccc2c(c1)OC(O)(C(F)F)CC2=O (stereo not given),?,-6%,8,8%
Cc1ccc(C2C3CN(C(C)C)CC=C3C(C#N)=C(N)C2(C#N)C#N)cc1 (stereo not given),?,-22%,-3,-8%
Cc1cccc(NC(=S)NN2CCOCC2)c1C,17,4%,-3,-4%
O=C(CC12CC3CC(C1)CC(CC(=O)NC1=NCCS1)(C3)C2)NC1=NCCS1,?,5%,3[1.84 µM],27%[11.4 µM]
O=C(NC(Cc1c[nH]c2ccccc12)C(=O)N/N=C/c1cccc2ccccc12)c1cccs1 (stereo not given),-13,-1%,-1,.
COC(=O)c1onc(-c2c(C)cc(C)cc2C)c1C(=O)OC,67,2%,3,4%
COc1ccc(C(CCN(Cc2ccc(OC)c(OC)c2)C(C)=O)c2ccccc2)cc1 (stereo not given),30,-4%,9,.
COc1ccc2cc3cc(C(=O)Nc4cc(OC)c(OC)c(OC)c4)oc3nc2c1,-105*,-1%,1,-6%
Clc1nc(-c2cccnc2)nc2scc(-c3ccccc3)c12,2,0%,.,.
O=S(=O)(NCc1cccnc1)c1ccc(Cl)s1,58,2%,-2,-4%
Cc1cc(C)cc(NC(=O)c2cccn2-c2ncc(C(F)(F)F)cc2Cl)c1,57,-5%,6,-1%
CC(C)Cn1c(N)c(C(=O)COC(=O)c2cc(C(F)(F)F)nc3c(C(F)(F)F)cccc23)c(=O)n(C)c1=O,-23,-3%&1%,.,11%
CCCN1C2CCCC1CC(NC(=S)Nc1cc(C)ccc1C)C2 (stereo not given),29,-3%,10,.
NNc1nc2c(Cl)ccc(Cl)c2s1,53,-21%,.,.
O=C(NCCN1CCN(Cc2ccc([N+](=O)[O-])cc2)CC1)C(=O)Nc1ccccc1,?,2%,-6,9%
COc1ccc(CCNC(=O)CSc2nnc(-c3ccccc3)c3ccccc23)cc1OC,?,-2%,1,.
Cc1c(C(=O)OC(C)C)[nH]c2c1C(=O)CC(C)(C)C2,-25,3%,-6,4%
CCOc1cc(C(C#N)N2CCCCC2)ccc1OC (stereo not given),49,2%,3,5%
COC(=O)c1ccc(Cn2cnc3c(cnn3-c3ccc(F)cc3)c2=O)o1,?,-2%,?,-9%
CCC(C)c1ccc(OCCn2ccnc2)cc1 (stereo not given),?,0%,.,.
O=C(O)CCC(=O)N1CCc2cc(S(=O)(=O)N3CCCCC3)ccc21,59,1%,-7,-3%
Nc1ccc2ncccc2c1,9,-11%,20,-14%

# High-throughput results from PubChem.
